TRb SRC2 PPI = inhibitors of human thyroid hormone receptor beta-SRC2 interaction. 280,000 compounds, 0.065% hits. TRbeta-SRC2 peptide binding, fluorescence polarization; receptor liganded with 1 µM T3. Potency, µM (highest dose often 106 µM), for inactives: at the top dose activity change, negative = inhibition, actives largely listed as inhibitors. AID 1469;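 also: plate controls were bound peptide for no effect and peptide without receptor for full effect; nearly all actives have a fitted effect of over 50% in size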
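Fluorescence polarization of 20 nM Texas Red SRC2 peptide (20-aa NR interaction domain) bound to 0.6 uM human TRb ligand-binding domain, with 1 uM T3, after 5 hr at ambient temperature; inhibition seen as decreased polarization.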
TexasRed fluor = Texas Red fluorescence interference in TRb-SRC2 counter-screen | TRb/SRC2 Texas Red total fluorescence interference | Potency, µM (doses to about 106 µM), for the others: at the top dose fluorescence change, negative = quenching | 280,000 compounds, 0.29% hits; active = well fitted curve in either direction with a large enough effect; inconclusive = small, poorly fitted or top-dose-only effect
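Flags fluorescent or light-absorbing compounds by total fluorescence, S + 2P, at 555 nm excitation and 632 nm emission. Mixture: 20 nM Texas Red SRC2 peptide, 0.6 uM human TRb LBD, 1 uM T3, 5% DMSO; compound exposure 5 h at ambient temperature.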
RECQ1 helicase = RECQ1 (human) helicase inhibition | 240,000 compounds, 0.54% hits | RECQ1 DNA unwinding, red fluorescence kinetic read | Potency, µM (top dose mostly 57.3 µM), for inactives: top-dose activity, negative = inhibition, most hits filed as inhibitors;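 also: plate controls were vehicle for no effect and no enzyme for full effect; nearly all actives have a fitted effect of over 30% in size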
Target sequence (P46063 whole entry, looked up): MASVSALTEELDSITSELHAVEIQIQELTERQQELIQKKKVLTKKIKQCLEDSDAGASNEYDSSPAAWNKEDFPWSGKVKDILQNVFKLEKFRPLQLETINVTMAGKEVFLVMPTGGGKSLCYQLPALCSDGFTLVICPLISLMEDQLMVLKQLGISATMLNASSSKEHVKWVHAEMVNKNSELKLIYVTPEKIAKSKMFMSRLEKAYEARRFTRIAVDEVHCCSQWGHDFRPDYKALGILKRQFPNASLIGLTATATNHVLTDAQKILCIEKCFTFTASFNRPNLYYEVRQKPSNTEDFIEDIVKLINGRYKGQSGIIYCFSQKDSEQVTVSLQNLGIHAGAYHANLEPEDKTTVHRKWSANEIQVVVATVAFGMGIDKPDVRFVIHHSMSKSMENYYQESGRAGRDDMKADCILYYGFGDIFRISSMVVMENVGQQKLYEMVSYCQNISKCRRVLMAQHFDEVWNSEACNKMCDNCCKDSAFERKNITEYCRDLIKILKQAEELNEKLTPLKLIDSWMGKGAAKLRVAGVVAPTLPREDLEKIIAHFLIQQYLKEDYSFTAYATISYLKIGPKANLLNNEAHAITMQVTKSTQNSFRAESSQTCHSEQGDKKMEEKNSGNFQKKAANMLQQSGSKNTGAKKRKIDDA
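50 nM RECQ1T1 preincubated 15 min with compound in Tris pH 8.0 buffer with MgCl2, DTT, Tween-20 and 2.5 ug/ml poly(dI-dC); started with 200 nM TAMRA/BHQ-2 forked duplex and 2 mM ATP. Unwinding read as fluorescence (525/598 nm), two reads 2 h apart.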
aGlu spleen mod = inhibitors or activators of human alpha-glucosidase in spleen homogenate | P10253 | Potency, µM (highest dose often 79.9 µM), inactives show at the highest dose activity change, negative = inhibition, actives largely listed as inhibitors | 240,000 compounds, 0.006% hits | AID 2112 | human spleen homogenate, 4-MU-alpha-glucoside fluorescence;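 also: 0% = enzyme with vehicle and -100% = no enzyme basal signal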
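Human spleen homogenate (1 ug) with 4-methylumbelliferyl-alpha-D-glucopyranoside (1 mM final) in 50 mM citrate/phosphate pH 5.0, 0.01% Tween-20; 40 min at 37 C. Stopped at pH 10; 4-MU fluorescence Ex 365/Em 440 nm; AC50 by Hill fit.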
GAA inh = alpha-glucosidase (human) inhibition; P10253; purified human GAA, 4-MU-alpha-glucoside fluorescence; Potency, µM (top dose mostly 76.9 µM), for the others: at the highest dose activity change, negative = inhibition, hits mostly inhibitors; 200,000 compounds, 0.005% hits; AID 1466;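 also: plate controls were uninhibited enzyme wells for no effect and no-enzyme background for full effect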
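Enzyme (4 nM final) mixed with compound (up to 77 uM), then 4-MU-alpha-D-pyranoside (400 uM final) added; 20 min at room temperature, pH 5.0. Reaction stopped at pH 10, fluorescence read, AC50 derived by Hill fit.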
L3MBTL1 inh = L3MBTL1 (human) inhibition. AlphaScreen L3MBTL1–H3K9me1 peptide binding. AID 485360. Q9Y468. Potency, µM (series often up to 57.1 µM), for inactives: at the highest dose activity, negative = inhibition, usual class: inhibitors. 230,000 compounds, 0.66% hits; also: nearly all actives have a fitted effect of over 60% in size
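First, the protein-peptide complex forms for 30 min at room temperature (L3MBTL1 50 nM, biotinylated H3K9me1 peptide 75 nM). Next, compounds are pin-transferred and incubated 30 min. Finally, AlphaScreen beads are added and read after 30 min.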
GAA glycogen mod = alters human alpha-glucosidase cleavage of glycogen; P10253; recombinant GAA, glycogen substrate, Amplex Red glucose oxidase fluorescence; Potency, µM (top dose mostly 76.4 µM), inactives show top-dose activity change, negative = inhibition, actives largely listed as inhibitors; 300,000 compounds, 0.38% hits; AID 2100;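 also: 0% = full enzyme reaction and -100% = no-enzyme basal signal; the screen sought inhibitors and activators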
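Recombinant enzyme (4 nM final) with compounds titrated up to 77 uM and bovine liver glycogen (30 ug) in citrate pH 5.0, 0.01% Tween-20, 37 C 40 min. Released glucose detected by Amplex Red/glucose oxidase (Ex 573/Em 610); AC50 from Hill fits.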
RGS12 GoLoco inh = blocks human Gai1 binding to RGS12 GoLoco peptide, red readout; P63096; 230,000 compounds, 0.44% hits; AID 880; Potency, µM (titrated, usually from 61.6 µM), for the others: top-dose activity, negative = inhibition, actives largely listed as inhibitors; Gai1:RGS12 GoLoco peptide FP, rhodamine, 10 min; active = well fitted inhibition curve with a large enough effect, not every such curve was filed as active; inactive = no such curve, though single readings can be large or run the other way; also: nearly all actives have a fitted effect of over 30% in size; many of its hits are not listed in these tables
Target sequence (P63096 whole entry, looked up): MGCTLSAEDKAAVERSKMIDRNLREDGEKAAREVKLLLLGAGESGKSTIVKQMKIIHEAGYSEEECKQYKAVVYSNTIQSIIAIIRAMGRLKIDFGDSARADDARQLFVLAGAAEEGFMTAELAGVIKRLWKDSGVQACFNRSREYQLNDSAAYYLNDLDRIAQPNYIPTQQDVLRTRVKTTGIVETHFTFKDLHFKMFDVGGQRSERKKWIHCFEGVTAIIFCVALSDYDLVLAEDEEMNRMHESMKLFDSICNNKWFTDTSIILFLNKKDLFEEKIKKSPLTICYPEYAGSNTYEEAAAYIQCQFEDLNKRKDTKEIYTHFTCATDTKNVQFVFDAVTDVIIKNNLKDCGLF
Active calls of the source: *; i = inactive; ? = inconclusive; . = no result given; & = joins results of further samples; [ ] = remark or other dose. Unless noted, calls follow the shape of the dose curve; as a rule, active = well fitted curve in the direction sought with a large enough effect; inconclusive = small, poorly fitted or top-dose-only effect, or another doubt; inactive = no such curve, though single readings can be large; an effect the other way counts as inactive or inconclusive. Unless noted, % is scaled to controls: 0 for no effect and ±100 for the full control effect; potency is read from the fitted curve at half-maximal effect. Only part of the results is shown; rates above refer to the full screens.

SMILES	TRb SRC2 PPI	TexasRed fluor	RECQ1 helicase	aGlu spleen mod	GAA inh	L3MBTL1 inh	GAA glycogen mod	RGS12 GoLoco inh
CC(C)CCn1nnnc1C(C(C)C)N1CCC(C(N)=O)CC1 (stereo unspecified)	-5%	1%	i	-5%	-1%	0%	-1%	7%
COc1ccc2c(c1)-c1nc(N)sc1CC2	7%	-1%	i	-4%	9%	-23%	-16%	-27%
Cc1cccc(NC(=S)N2CCC(C(=O)c3ccc(F)cc3)CC2)c1C	4%	-2%	-4%	-7%	-17%	-1%	-3%	-4%
Fc1ccc(CSc2nnc3ccc(-c4ccncc4)nn23)cc1	4%	-9%	3%	.	-2%	8%	3%	5%
O=C1CC(N2CCOCC2)C(=O)N1CCN1C(=O)CC(N2CCOCC2)C1=O (stereo unspecified)	1%	2%	-4%	-1%	-6%	8%	29%	6%
Cc1ccc2nc3c(cc(C#N)c(=O)n3CCN3CCOCC3)c(=O)n2c1	-23%	1%	0%	28%	?	-10%	12%	.
OCCC1CN(Cc2cnc(-c3ccc(Cl)cc3)nc2)CCN1C1CCCC1 (stereo unspecified)	1%	-1%	-9%	6%	.	-6%	1%	5%
COc1ccc2cc(C3C(C#N)=C(N)OC(C)=C3C(C)=O)c(Cl)nc2c1 (stereo unspecified)	9%	-3%	4%	0%	0%	-4%	?	17%
CCN(CC)S(=O)(=O)c1ccc(C(=O)Oc2coc(CSc3nc(C)cc(C)n3)cc2=O)cc1	2%	-4%	-12%	-17%	-6%	2%	1%	-2%
CCOC(=O)N1CCN(CCC(=O)Nc2ccc(OC)cc2OC)CC1	2%	-1%	0%	-9%	4%	1%	6%	-8%
O=C(Nc1ccccc1)c1cccc(N2C(=O)CCC2=O)c1	6%	-3%	i	-7%	2%	4%	0%	-5%
Cc1ccn2cc(CCNS(=O)(=O)c3ccc4c(c3)CCCC4)nc2c1	0%	0%	-4%	-5%	-2%	-6%	6%	4%
Cc1ccc(-c2c(C(=O)NCc3ccccc3)oc(=O)c3ccccc23)cc1	8%&1%	-1%&0%	-15%	-3%	-6%	-13%	4%	3%
CC(=O)NNc1ncnc2c1cnn2-c1ccc(C)cc1	0%	0%	-9%	-4%	-8%	.	-9%	13%
C=C(C)CN(CC)C(=O)CC1C(=O)NCCN1CC(C)(C)C (stereo unspecified)	-2%	5%	17%	7%	.	10%	8%	-2%
CCOC(=O)CN(C(=O)CN1CCC(n2nnc3cc(C)ccc32)CC1)c1ccccc1	-15%	-2%	i	-7%	-3%	.	-2%	-9%
Cn1nc(C(F)(F)F)c(C(=O)Nc2ccc(F)cc2F)c1Sc1cccc(C(F)(F)F)c1	-2%	-4%	-8%	-7%	-10%	9%	?	4%
O=C(Nc1ccc(OC(F)(F)F)cc1)C1=NCCN1	-5%	-5%	0%	-5%	-7%	10%	8%	0%
COc1cccc(CNc2nc3ccccc3n2CCN2CCCCC2)c1	-12%	-2%	-26%	-6%	-9%	0%	-4%	4%
CCNC(=O)N1c2ccc(OCC)cc2C(C)=CC1(C)C	-22%	-1%	-19%	0%	13%	-30%	?	-3%
CNCC(O)CN1CCN(c2ccccc2OC)CC1 (stereo unspecified)	3%	-1%	?	1%	-8%	23%	1%	-8%
Cn1ncc2nc[nH]c(=O)c21	0%	-4%	i	-9%	-11%	.	-2%	2%
O=[N+]([O-])c1ccc(N2CCOCC2)cc1NCCCO	5%	-4%	-22%	-9%	-7%	11%	1%	10%
Cc1nc(NCc2ccccc2)c2nc(-c3ccccc3)n(CCN(C)C)c2n1	-5%	1%	-13%	4%	.	.	.	-4%
C=C(C)c1cccc(C(C)(C)NC(=O)N(C)C2CCN(C)CC2)c1	7%	0%	-6%	-7%	5%	-1%	7%	8%
O=c1c(-c2ccccc2)c(O)nc2ccccn12	-5%	0%	i	-2%	-12%	-2%	2%	1%
O=C1CC(c2cccs2)CC(O)=C1C=NCCN1CCNCC1 (stereo unspecified)	0%	1%	-12%	-1%	-9%	0%	6%	-2%
COc1cc(C2c3c(-c4ccccc4)n[nH]c3C(=O)N2c2ccccc2)ccc1O (stereo unspecified)	5%	-1%	-5%	4%	?	2%	0%	-1%
FB(F)F	1%	-1%	4%	-5%	.	.	.	5%
CCC1CCCCN1C(=O)CSc1nnc(CNC(=O)COc2ccc(Cl)cc2)o1 (stereo unspecified)	0%	-1%	-1%	14%	-6%	.	5%	-8%

A second format for 4 compounds above:
O=C1CC(c2cccs2)CC(O)=C1C=NCCN1CCNCC1 (stereo unspecified)
  TRb SRC2 PPI: 0%
  TexasRed fluor: 1%
  RECQ1 helicase: -12%
  aGlu spleen mod: -1%
  GAA inh: -9%
  L3MBTL1 inh: 0%
  GAA glycogen mod: 6%
  RGS12 GoLoco inh: -2%
COc1cc(C2c3c(-c4ccccc4)n[nH]c3C(=O)N2c2ccccc2)ccc1O (stereo unspecified)
  TRb SRC2 PPI: 5%
  TexasRed fluor: -1%
  RECQ1 helicase: -5%
  aGlu spleen mod: 4%
  GAA inh: ?
  L3MBTL1 inh: 2%
  GAA glycogen mod: 0%
  RGS12 GoLoco inh: -1%
FB(F)F
  TRb SRC2 PPI: 1%
  TexasRed fluor: -1%
  RECQ1 helicase: 4%
  aGlu spleen mod: -5%
  GAA inh: .
  L3MBTL1 inh: .
  GAA glycogen mod: .
  RGS12 GoLoco inh: 5%
CCC1CCCCN1C(=O)CSc1nnc(CNC(=O)COc2ccc(Cl)cc2)o1 (stereo unspecified)
  TRb SRC2 PPI: 0%
  TexasRed fluor: -1%
  RECQ1 helicase: -1%
  aGlu spleen mod: 14%
  GAA inh: -6%
  L3MBTL1 inh: .
  GAA glycogen mod: 5%
  RGS12 GoLoco inh: -8%

(list continues)
SMILES	TRb SRC2 PPI	TexasRed fluor	RECQ1 helicase	aGlu spleen mod	GAA inh	L3MBTL1 inh	GAA glycogen mod	RGS12 GoLoco inh
CC1=C(C)/C(=N/OC(=O)c2cccc([N+](=O)[O-])c2)C=CC1=O	2%	-9%	0%	-21%	-6%	0%	-2%	-5%
CC(C)CCC(CC(C)O)c1n[nH]c(=S)n1-c1ccccc1 (stereo unspecified)	3%	-4%	-1%	-8%	4%	4%	12%	-2%
Cc1ccc(/C=N/Nc2ccc3c(C(F)(F)F)cc(C(F)(F)F)nc3n2)cc1	-1%	1%	-7%	-4%	4%	0%	1%	2%
CCCNC(=O)c1c(C)cc(=O)oc1C	-1%	-4%	-9%	3%	1%	5%	4%	5%
Cc1nn(CCO)c(N)c1C1(O)C(=O)Nc2c(Cl)cc(Cl)cc21 (stereo unspecified)	-2%	1%	-11%	6%	-1%	12%	-17%	6%
CC(=O)N1CCC2(CC1)C(C#N)=C(N)OC1=C2C(=O)CC(C)(C)C1	-21%	1%	-9%	0%	-14%	15%	3%	15%
O=C(Oc1ccc2ccc(=O)oc2c1)c1cccs1	5%	0%	i	-6%	?	3%	-11%	19%
CCCc1c(C(=O)Nc2cc(C)on2)cnn1-c1ccccc1	-8%	-2%	-1%	-1%	1%[15.4 µM]	-1%	11%	6%
Cc1nc2ccccc2nc1OCC(=O)Nc1ccc(F)cc1	5%	0%	-9%	-16%	2%	.	4%	1%
COc1ccc(NC(=O)Nc2cc3oc4ccccc4c3cc2OC)cc1	-3%	-2%	3%	0%	1%	0%	-2%	0%
C[C@]12C=CC(=O)C=C1CC[C@@H]1[C@@H]2[C@@H](O)C[C@@]2(C)[C@H]1CC[C@]2(O)C(=O)COC(=O)CCC(=O)O	5%	-8%	-6%	3%	2%[15.4 µM]	4%	1%	10%
CCOCC(=O)Nc1cc(C(=O)OC)ccc1C(=O)OC	-18%	0%	-16%	1%	-6%	-23%[11.4 µM]	14%	17%
O=C(O)CCc1nc(-c2cccs2)no1	8%	-5%	3%	-7%	-2%	1%	6%	16%
O=c1c2ccccc2nc(COc2ccccc2)n1/N=C/c1ccco1	8%	2%	-1%	-7%	-8%	-3%	-13%	-3%
O=C(O)CN1C2=NCCCN2c2ccccc21	1%	1%	-6%	-1%	11%	1%	4%	14%
O=C(COC(=O)[C@@H]1CC(O)CN1S(=O)(=O)c1ccc([N+](=O)[O-])cc1)NC12CC3CC(CC(C3)C1)C2 (stereo partly specified)	-2%	-2%	8%	-6%	6%	-1%	7%	.
Cc1cccc2nc(CSc3ncccc3C(=O)O)cn12	-5%	-2%	i	0%	9%	4%	-17%	6%
O=C(CN1CCN(c2ccccn2)CC1)NC(=O)NC1CCCCC1	-5%	0%	-7%	-5%	-3%	-5%	2%	-5%
CC(=O)C1=C(C)NC(SCC(=O)c2ccccc2)=C(C#N)C1CC(C)C (stereo unspecified)	-16%	2%	1%	3%	1%	.	-20%	-22%
Cc1cccc(C)c1OCC(=O)Nc1ccc(NC(=O)c2ccco2)cc1	-2%	-1%	-13%	-15%	9%	9%	-7%	8%

Complete entries from above. Values in the order: TRb SRC2 PPI	TexasRed fluor	RECQ1 helicase	aGlu spleen mod	GAA inh	L3MBTL1 inh	GAA glycogen mod	RGS12 GoLoco inh
Profile of Cc1cccc(C)c1OCC(=O)Nc1ccc(NC(=O)c2ccco2)cc1 → -2%	-1%	-13%	-15%	9%	9%	-7%	8%
Profile of O=C(O)CCc1nc(-c2cccs2)no1 → 8%	-5%	3%	-7%	-2%	1%	6%	16%

(next part)
SMILES	TRb SRC2 PPI	TexasRed fluor	RECQ1 helicase	aGlu spleen mod	GAA inh	L3MBTL1 inh	GAA glycogen mod	RGS12 GoLoco inh
CCCn1c(=O)c2[nH]c(-c3ccc(OCC(=O)NCCN)cc3)nc2n(CCC)c1=O	-3%	-4%	-6%	0%	.	.	.	5%
O=C(COC(=O)c1ccc(Cl)c(S(=O)(=O)N2CCCC2)c1)NCc1cccs1	-5%	-2%	i	3%	6%	.	-17%	6%
CCC(C)(C)C1CCC(=NNC(=O)c2ccc(Br)o2)CC1 (stereo unspecified)	-2%	-3%	i	-12%	-6%	5%	?	-5%
CCCCOC(=O)Nc1ccc(C)c(Cl)c1	-5%	-1%	i	-5%	-11%	13%	-3%	1%
O=C(c1cc(F)ccc1F)C1CCCN(C(=O)CSc2ccccn2)C1 (stereo unspecified)	-3%	-6%	i	2%	.	8%	10%	6%
